# High-throughput results as filed in PubChem.
# HCMV antiviral: qHTS Assay for inhibitors of the human cytomegalovirus (HCMV). AID 1259415, 2018. HFF cells, HCMV-luciferase reporter, 72 h; hits give low values. activity change, negative = inhibition, % at 57.5 µM. 4.5% of 410,000 active; in the data active = activity change below about -60%; inconclusive = no clear call, values can overlap the other calls; inactive = above about -39%
#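 Cell-based, HFFs, 1000 cells/well, 16 h 37C; cpds in DMSO + HCMV-luc, MOI 1 PFU/cell; 72 h 37C; OneGlo luminescence after 5 min RT; norm. to buffer vs Salinomycin 10uM.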
# TbPYK inhibitor: qHTS of Trypanosoma Brucei Inhibitors; pyruvate kinase (Trypanosoma brucei), Q57TT1; TbPYK enzyme, Kinase-Glo Plus ATP luminescence, 45 min; Potency, µM (doses to about 76.8 µM), inactives show top-dose activity, negative = inhibition, usual class: inhibitors; 0.12% of 410,000 active; AID 624173, 2012; also: potency is read from the fitted curve at half-maximal effect; nearly all actives have a fitted effect of over 50% in size
#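 Screened from lowest to highest concentration, compounds were pinned into TbPYK/substrate mixtures, and ADP (130 uM final) was added. Plates sat at room temperature for 45 min prior to Kinase-Glo Plus detection by luminescence.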
# AMA1 RON2 block: qHTS for Inhibitors of AMA1-RON; Towards Development of Antimalarial Drug Lead: Primary Screen; Plasmodium falciparum AMA1 (3D7) - RON2 peptide interaction; AlphaScreen AMA1-biotinylated RON2 peptide binding; Potency, µM (titrated, usually from 58.2 µM), without a hit: top-dose activity change, negative = inhibition, actives largely listed as inhibitors; 0.2% of 360,000 active; AID 720542, 2013;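 also: potency is read from the fitted curve at half-maximal effect; 0% = vehicle wells and -100% = peptide control; nearly all actives have a fitted effect of over 45% in size; some results filed as inactive show a strong effect at the top dose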
#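 AMA1 (3D7) with his tag at 25 nM final met compounds first, then biotinylated RON2 peptide at 25 nM; detection used donor plus acceptor beads, 10 µg/mL apiece, read by AlphaScreen after 30 min at room temperature.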
# AmpC inh detg: qHTS Inhibitors of AmpC Beta-Lactamase (assay with detergent); P00811; AmpC hydrolysis of nitrocefin, absorbance 480 nm, 0.01% Triton; Potency, µM (titrated, usually from 114 µM), for the others: at the top dose activity change, negative = inhibition, actives largely listed as inhibitors; 0.041% of 370,000 active; AID 485294, 2010;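 also: potency is read from the fitted curve at half-maximal effect; 0% = no-compound wells and -100% = no-enzyme wells; nearly all actives have a fitted effect of over 25% in size; some results filed as inactive show a strong effect at the top dose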
# Target sequence (P00811 whole entry, looked up): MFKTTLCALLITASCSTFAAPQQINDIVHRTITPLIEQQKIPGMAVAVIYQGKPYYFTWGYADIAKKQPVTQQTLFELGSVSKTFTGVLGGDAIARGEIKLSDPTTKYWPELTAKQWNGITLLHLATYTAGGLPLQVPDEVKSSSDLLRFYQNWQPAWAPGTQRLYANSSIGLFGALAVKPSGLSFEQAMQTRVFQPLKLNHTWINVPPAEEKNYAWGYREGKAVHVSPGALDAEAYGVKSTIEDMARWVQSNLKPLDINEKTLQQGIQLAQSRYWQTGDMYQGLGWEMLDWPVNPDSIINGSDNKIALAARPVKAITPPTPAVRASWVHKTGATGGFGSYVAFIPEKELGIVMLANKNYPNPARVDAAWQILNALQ
#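 AmpC (5.3 nM in the dispensed reagent) in 20 mM phosphate pH 7.0 with 0.01% (detergent screen) or 0.0001% Triton X-100 was preincubated with compounds for 15 min at room temperature. Nitrocefin was then added from an 800 uM solution, and hydrolysis was followed at 480 nm.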
# HCV inhibitor: qHTS Assay for Inhibitors of Hepatitis C Virus (HCV) | Huh7.5.1 HCVcc-Cre infection, luciferase reporter, 44 h | Potency, µM (doses to about 41.8 µM), for the others: at the highest dose activity change, negative = inhibition, hits mostly inhibitors | 3.4% of 340,000 active | AID 651820, 2012; also: potency is read from the fitted curve at half-maximal effect
#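 A cell-based infection assay in which seeded cells (1,000 per well) receive test compound after 4 h, are inoculated with HCVcc-Cre at approximately 0.5 moi, and are incubated 44 h before luminescence detection.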
# LmPK inh: qHTS Assay for Inhibitors of Leishmania Mexicana Pyruvate Kinase (LmPK); Q27686; purified LmPK, Kinase-Glo ATP luminescence, 1 h; Potency, µM (doses to about 57.5 µM), for inactives: at the top dose activity change, negative = inhibition, most hits filed as inhibitors; 0.37% of 290,000 active; also: potency is read from the fitted curve at half-maximal effect
# Target sequence (Q27686 whole entry, looked up): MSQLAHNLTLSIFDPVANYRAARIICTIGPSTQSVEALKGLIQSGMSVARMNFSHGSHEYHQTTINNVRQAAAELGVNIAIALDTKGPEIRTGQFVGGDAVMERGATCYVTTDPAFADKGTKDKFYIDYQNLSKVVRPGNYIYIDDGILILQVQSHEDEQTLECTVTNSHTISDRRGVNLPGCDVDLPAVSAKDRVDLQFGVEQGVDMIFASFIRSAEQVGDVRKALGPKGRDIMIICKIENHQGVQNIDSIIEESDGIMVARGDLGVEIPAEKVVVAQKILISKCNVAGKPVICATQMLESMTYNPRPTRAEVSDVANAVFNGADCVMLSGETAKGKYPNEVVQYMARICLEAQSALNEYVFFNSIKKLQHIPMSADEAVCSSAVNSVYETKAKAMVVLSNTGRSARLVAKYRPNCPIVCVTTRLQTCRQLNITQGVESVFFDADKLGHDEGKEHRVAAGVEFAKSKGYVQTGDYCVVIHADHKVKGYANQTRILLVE
#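 Pyruvate kinase activity monitored as ATP production (luciferase luminescence). Conditions: 0.1 nM enzyme, 0.5 mM PEP, 0.1 mM ADP, 1 h, RT; normalized against uninhibited and no-enzyme wells.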
# AmpC inh no detg: qHTS Inhibitors of AmpC Beta-Lactamase (assay without detergent) | Potency, µM (doses to about 57.1 µM), inactives show at the highest dose activity change, negative = inhibition, usual class: inhibitors | AmpC nitrocefin hydrolysis, absorbance 480 nm, 0.0001% Triton | 0.52% of 330,000 active | AID 485341, 2010 | P00811;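 also: potency is read from the fitted curve at half-maximal effect; plate controls were no compound for no effect and no enzyme for full effect; nearly all actives have a fitted effect of over 20% in size; some results filed as inactive show a strong effect at the top dose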
#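 20 mM phosphate pH 7.0 + 0.01% (detergent screen) or 0.0001% Triton X-100; 5.3 nM AmpC reagent; cpd preinc 15 min RT; nitrocefin (800 uM stock) to start; A480 q20 s × 4 min; Activity was normalised to no-enzyme and no-compound control wells.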
# The depositor's hits bear a star; ? = inconclusive; . = no result given; & = joins results of further samples; [ ] = dose if it differs, or a comment. Unless noted, calls follow the shape of the dose curve; as a rule, active = well fitted curve in the direction sought with a large enough effect; inconclusive = small, poorly fitted or top-dose-only effect, or another doubt; inactive = no such curve, though single readings can be large; an effect the other way counts as inactive or inconclusive. Unless noted, % is scaled to controls: 0 for no effect and ±100 for the full control effect. Outcome played no part in choosing rows; overall some 7.5% were active at least once.
# Short keys – A = HCMV antiviral; B = TbPYK inhibitor; C = AMA1 RON2 block; D = AmpC inh detg; E = HCV inhibitor; F = LmPK inh; G = AmpC inh no detg
O=C(CCCCCCCCCCC(=O)NCc1cccnc1)NCc1cccnc1
  A = -3; B = 4%; C = 2%; D = -11%; E = 8%; F = -1%; G = -4%

O=C1OC(c2cccs2)=N/C1=C\c1ccc(-c2cccc(Cl)c2)o1
  A = 22; B = -2%; C = -17%; D = 0%; E = 5%; F = 4%; G = -25%

Cc1[nH]c(=O)c(C(=O)/C=C/c2ccccc2)c2c1CCCC2
  A = -104*; B = 3%; C = 1%; D = 1%; E = 14µM*; F = 2%; G = -20%

CCc1ccc(NC(=O)CSc2nc(=O)n(Cc3cccnc3)c3c2CCC3)cc1
  A = -17; B = -8%; C = .; D = -1%; E = .; F = .; G = .

COc1cc(CNn2c(C)n[nH]c2=S)cc(Cl)c1OCc1ccc(F)cc1
  A = -24; B = -26%; C = 29%; D = -6%; E = ?; F = -12%; G = -17%

CCCN1C(=O)c2cccc3c(N4CCCCC4)ccc(c23)C1=O
  A = 23; B = -3%; C = 66%[activator]; D = -2%; E = -5%; F = 1%; G = -22%

CS(=O)(=O)N(CC(=O)N1CCC(C(N)=O)CC1)c1ccc(Cl)c(C(F)(F)F)c1
  A = -35; B = 0%; C = 5%; D = ?; E = 11%; F = -4%; G = -4%

CC1CC(=O)Nc2ccccc2N1C(=O)Cn1cnc2ccccc2c1=O (stereo unspecified)
  A = 29; B = 0%; C = -3%; D = -3%; E = 16%; F = .; G = -19%

O=C(NCCCN1CCCC1=O)c1cccnc1
  A = 13; B = -2%; C = 5%; D = -2%; E = 15%; F = -4%; G = -24%

CC[C@]12c3[nH]c4ccc(Cl)cc4c3CCN1C(=O)[C@@H](CC(=O)NCC13CC4CC(CC(C4)C1)C3)C[C@@H]2C(=O)N1CCN(C(=O)c2ccco2)CC1
  A = -106*; B = -3%; C = -5%; D = .; E = ?; F = .; G = 156%[activator]

Cc1cccc(C)c1NC(=O)C1CCCN(CCCc2ccccc2)C1 (stereo unspecified)
  A = 29; B = 3%; C = 4%; D = -14%; E = 9%; F = 6%; G = -1%

O=C(O)CSc1nnc(Cc2ccccc2)n1Cc1ccccc1
  A = 14; B = -5%; C = -9%; D = ?; E = 5%; F = -1%; G = -18%

NC(=O)c1cc([N+](=O)[O-])ccc1Nc1ccccc1
  A = -2; B = -1%; C = -1%; D = ?; E = ?; F = .; G = -28%

COc1ccccc1NC(=O)Cn1c(=O)n(-c2ccc(C)cc2)c(=O)c2c1cnn2C
  A = 17; B = 1%; C = .; D = 6%; E = .; F = .; G = .

CCc1cccc(CC)c1N(COC)C(=O)Cn1c(C(C)O)nc2ccccc21 (stereo unspecified)
  A = 7; B = -3%; C = -2%; D = -5%; E = 2%; F = 0%; G = 138%[activator]

Cc1cccc(Cn2cccc2CNS(=O)(=O)c2ccc(C)c(C)c2)c1
  A = 12; B = 1%; C = .; D = 6%; E = .; F = .; G = .

CCOC(CC(=O)NNC(=O)c1c(-c2ccccc2Cl)noc1C)OCC
  A = 18; B = 1%; C = 60%[activator]; D = 1%; E = 18%; F = -3%; G = -12%

COc1ccc(C(=O)Nc2ccc(Cl)c(Cl)c2)c(OC)n1
  A = 74; B = -12%; C = 6%; D = 6%; E = 18%; F = 3%; G = -20%

Cn1c(SCC(=O)NCc2ccco2)nnc1-c1ccccc1
  A = -10; B = 2%; C = -1%; D = 2%; E = -2%; F = 0%; G = -21%

N#CCCCc1cc2cc(F)ccc2cn1
  A = 6; B = -2%; C = -2%; D = .; E = -1%; F = .; G = -8%

CSCCC(NC(=O)COc1ccccc1)C(=O)N1CCOCC1 (stereo unspecified)
  A = -7; B = 4%; C = -8%; D = -3%; E = 7%; F = .; G = -1%

COc1ccc(CCNC(=S)Nc2ccccc2)cc1
  A = -35; B = 1%; C = -5%; D = -8%; E = ?; F = 8%; G = -20%

Cc1cccc(-c2nnc(SCc3cc(=O)c4cccc(Cl)c4[nH]3)n2C)c1
  A = ?; B = -6%; C = .; D = 0%; E = .; F = .; G = .

CC(=O)NC(Cc1ccccc1)C(=O)OCC(=O)c1ccccc1 (stereo unspecified)
  A = -22; B = -5%; C = -4%; D = -5%; E = 26%; F = -1%; G = 12%

Clc1cccc2sc(-c3nnc(-c4ccccc4)o3)c(Cl)c12
  A = 10; B = 5%; C = 1%; D = .; E = 0%; F = .; G = .

O=S(=O)(c1ccccc1)N1CCC2(CC1)OCCN2S(=O)(=O)c1cccs1
  A = ?; B = 3%; C = 0%; D = 0%; E = 19%; F = .; G = -24%

CC1Cc2ccccc2N1S(=O)(=O)c1cccc(C(=O)c2nccn2C)c1 (stereo unspecified)
  A = -2; B = 8%; C = -10%; D = -6%; E = ?; F = 6%; G = -2%

O=S(=O)(Nc1cc2nc3ccccc3nc2n1Cc1ccccc1)c1ccc(Cl)cc1
  A = -91*; B = -1%; C = -4%; D = ?; E = ?; F = 9%; G = -46%

COC(=O)c1ccc(CN2CCC(Oc3cccc(C(=O)N4CCCC4)c3)CC2)cc1
  A = -22; B = 0%; C = -5%; D = .; E = ?; F = .; G = .

Cc1ccc(NC(=O)c2cc(S(=O)(=O)N3CCC4(CC3)OCCO4)ccc2F)cc1
  A = -22; B = -24%; C = 0%; D = -2%; E = -21%&-25%; F = -4%; G = 50%

CC(C)CCNC(=O)c1ccc2c(c1)N(Cc1ccccc1F)C(=O)c1ccccc1S2(=O)=O
  A = 22; B = 5%; C = .; D = 1%; E = .; F = .; G = .

Cn1c(=O)cc(OCCCC(=O)Nc2cccnc2)c2ccccc21
  A = 362; B = 1%; C = 37%[activator]; D = 0%; E = -1%; F = 0%; G = -10%

O=C(O)CNC(=O)c1ccc(Oc2c(F)c(F)c(Oc3ccc(C(=O)NCC(=O)O)cc3)c(F)c2F)cc1
  A = 28; B = 6%; C = 0%; D = -4%; E = 15%; F = 2%; G = -9%

CC1CCCN(S(=O)(=O)c2ccc(NC(=O)Cc3ccc(S(=O)(=O)N4CCOCC4)s3)cc2)C1 (stereo unspecified)
  A = ?; B = 5%; C = -8%; D = ?; E = ?; F = .; G = -24%

Cc1nn(-c2ccccc2)c2sc(C(=O)NC3CC3)cc12
  A = 47; B = -2%; C = 4%; D = 2%; E = 13µM*; F = -1%; G = -23%

COCCC(=O)N1CCC(Oc2ccc(C(=O)N(C)Cc3cc(C)no3)cc2)CC1
  A = 20; B = -1%; C = 1%; D = 0%; E = -3%; F = -4%; G = -10%

Cc1cc(N2CCC(C(=O)Nc3ccc(F)cc3)CC2)nc(-c2ccccc2)n1
  A = -4; B = 3%; C = 16%; D = -11%; E = ?; F = 5%; G = 47%

COCCCNC(=O)c1ccccc1SC
  A = 34; B = 1%; C = 13%; D = -10%; E = 20%; F = -9%; G = -12%

CCC1(c2ccc(F)cc2)NC(=O)N(CC(=O)Nc2ccc(N3CCCCC3)cc2)C1=O (stereo unspecified)
  A = -15; B = -26%; C = ?; D = 0%; E = ?; F = .; G = 4%

Cc1ccc(N2CC(C(=O)N3CCc4ccccc4C3)CC2=O)cc1 (stereo unspecified)
  A = -18; B = -2%; C = 9%; D = -7%; E = ?; F = 1%; G = 14%

O=c1c2ccccc2cnn1Cc1n[nH]c(=S)n1-c1cc(Cl)cc(Cl)c1
  A = -10; B = 6.3µM*; C = 38%[activator]; D = -6%; E = -6%; F = -25%; G = -16%

O=C1CCCCCC[C@@H](O)[C@H](O)C[C@H](c2ccccc2)O1
  A = 11; B = 1%; C = -2%; D = .; E = .; F = .; G = .

O=C1NC[C@@H](Cc2ccc(O)cc2)N(CCc2cccc(F)c2)C1=O
  A = -32; B = 2%; C = 4%; D = 0%; E = 9%; F = 2%; G = 30%

COc1cccc(-c2nc(CS(=O)(=O)CC(=O)Nc3c(C)cc(C)cc3C)c(C)o2)c1
  A = -62*; B = -1%; C = .; D = -6%; E = .; F = .; G = .

Cc1csc(=O)n1CC(=O)OCC(=O)c1c(N)n(C)c(=O)n(C)c1=O
  A = 15; B = -1%; C = 6%; D = -24%; E = ?; F = .; G = -16%

CCOC(=O)C1CCN(C(c2cccs2)c2sc3nc(C)nn3c2O)CC1 (stereo unspecified)
  A = -62*; B = -7%; C = 2%; D = ?; E = -7%; F = -5%; G = 22%

C=CCc1cc(OC)ccc1OCCCCn1cncn1
  A = 55; B = 15%; C = ?; D = ?; E = 0%; F = -2%; G = -1%

CCOC(=O)c1c(-c2ccc(F)cc2)csc1/N=C/N(C)C
  A = ?; B = 0%; C = 2%; D = -8%; E = -18%; F = 3%; G = 2%

O=C(N/N=C(\c1ccccc1)c1ccccn1)c1cccc([N+](=O)[O-])c1
  A = .; B = -3%; C = -2%; D = 8%; E = ?; F = 8%; G = -29%

CCOC(=O)CNS(=O)(=O)c1ccc(S(=O)(=O)NC2CC2)cc1
  A = 19; B = 0%; C = 18%; D = ?; E = 9%; F = -1%; G = -1%

# Following part
# Short keys – A = HCMV antiviral; B = TbPYK inhibitor; C = AMA1 RON2 block; D = AmpC inh detg; E = HCV inhibitor; F = LmPK inh; G = AmpC inh no detg
CCN1C(=O)[C@@H]2[C@H](C1=O)[C@@H]1CC(C(=O)OC)=C[C@@H](C(=O)OC)C3C1=C(C(=O)C3(CC)CC)[C@@H]2C (stereo partly specified)
  A = -14; B = 3%; C = 16%; D = .; E = -27%[8.37 µM]; F = .; G = .

NC(=S)N/N=C/c1ccc(OC(=O)c2cccnc2)cc1
  A = 0; B = 29%; C = 59%[activator]; D = 1%; E = 7%; F = 4%; G = -13%

Cc1ccc(NC(=O)c2cccc3cccnc23)cc1
  A = 166; B = -2%; C = 5%; D = 6%; E = -23%; F = -5%; G = 19%

COC(=O)c1cc2sc(Cl)cc2n1Cc1nc(-c2ccccc2C)oc1C
  A = 3; B = -14%; C = .; D = -1%; E = .; F = .; G = .

# Part of the list above, as comma-separated lines:
Structure,HCMV antiviral,TbPYK inhibitor,AMA1 RON2 block,AmpC inh detg,HCV inhibitor,LmPK inh,AmpC inh no detg
Cc1ccc(NC(=O)c2cccc3cccnc23)cc1,166,-2%,5%,6%,-23%,-5%,19%
COC(=O)c1cc2sc(Cl)cc2n1Cc1nc(-c2ccccc2C)oc1C,3,-14%,.,-1%,.,.,.
